AT treatment: qHTS Assay for Identifying a Potential Treatment of Ataxia-Telangiectasia. […] A-T fibroblasts, KAP-1 phosphorylation AlphaLISA; neocarzinostatin DNA damage 30 min before lysis. AID 485349, 2010. Potency, µM (highest dose often 57.5 µM), without a hit: top-dose activation, most hits filed as activators. hit rate 0.19% among 320,000; further: potency means the concentration at half of the fitted maximal effect; % of control where 0% means no effect; nearly all actives have a fitted effect of over 45% in size
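ATM-like activity read as KAP-1 phosphorylation via AlphaLISA donor/acceptor antibody pairs after lysis and 6 hr at 25C. Cells were ATM-null patient fibroblasts ([…], hTERT), dosed 60 min, then exposed to the DSB inducer NCS for 30 min.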
TCR act: Activators of T cell receptors: qHTS campaign. primary human leukocytes, anti-CD3, IL-2 HTRF, 48 h. Potency, µM (top dose mostly 9.22 µM), for inactives: at the highest dose activation of IL-2 secretion, hits mostly activators. 330,000 tested, under 10 active; further: % of control where 0% means no effect
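Primary human leukocytes incubated 48 hr with anti-CD3 beads plus compound, without co-stimulation. Secreted IL-2 measured by HTRF (europium cryptate/d2 anti-IL-2 pair, 320 nm excitation, 665 nm emission).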
TSHR antag: Antagonists of the Thyroid Stimulating Hormone Receptor: HTS campaign | hit rate 0.2% among 330,000 | TSHR-expressing cells, TSH-stimulated cAMP HTRF, 2 h; active compounds read low | AID 504810, 2011 | activity change, negative = inhibition, % at 11.5 µM;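 active means activity change below a set negative limit, meaning inhibition stronger than a set level, cut at about -70% in these data; inconclusive means activity change between two set negative limits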; further: on the % scale 0 is the no-effect control and ±100 the full control effect
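TSHR-expressing cells, 200/well, pre-treated with compound, then stimulated with EC80 TSH (4nM final) for 2 hours at 37 deg C. cAMP measured by competitive HTRF: anti-cAMP cryptate antibody in lysis buffer plus cAMP-d2, read after 30 minutes at room temperature.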
Eya2 inh: qHTS Assay for Inhibitors of the Phosphatase Activity of Eya2 | recombinant Eya2, OMFP fluorescence dephosphorylation (OMFP is methylfluorescein phosphate) | Potency, µM (top dose mostly 76.9 µM), for inactives: top-dose activity, negative = inhibition, most hits filed as inhibitors | hit rate 0.006% among 330,000; further: potency means the concentration at half of the fitted maximal effect; on the % scale 0 is the no-effect control and ±100 the full control effect
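Eya2 protein (added as 0.2 uM solution) was preincubated with compound for 10 min at ambient temperature in 50 mM HEPES pH 7.5, 50 mM NaCl, 5 uM MgCl2, 0.05% BSA, 1 mM DTT. OMFP (added at 50 uM) then reacted 10 min; fluorescence read at 485/525 nm.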
Mito fusion act: qHTS Assay for Small Molecule Inhibitors of Mitochondrial Division or Activators of Mitochondrial Fusion; S. cerevisiae fusion-defective mutant growth rescue, CellTiterGlo 48 h; AID 485298, 2010; hit rate 0.23% among 320,000; Potency, µM (titrated, usually from 46.1 µM), without a hit: at the top dose growth rescue (activation), usual class: activators;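 further: potency means the concentration at half of the fitted maximal effect; % of control where 0% means no effect; nearly all actives have a fitted effect of over 45% in size; temperature-sensitive fusion mutants such as fzo1-1 at 37 °C on non-fermentable ethanol glycerol medium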
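Compounds are tested for their ability to restore growth of mitochondrial fusion-defective yeast strains at non-permissive 37C in YPEG medium over 48 hours. Viability is quantified by luciferase luminescence.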
TRPV1 agonist: HTS Assay for Compounds that Act as Agonists of the Vanilloid Receptor 1 | hit rate 0.19% among 320,000 | Transient receptor potential cation channel subfamily V member 1 (Homo sapiens), Q8NER1 | AID 540275, 2011 | activation, % at 8.33 µM | TRPV1-expressing cells, Fluo-8 calcium influx, agonist mode; in the data active means activation above about 80%; inconclusive means between about 30% and that limit; further: 0% is about no effect
Target sequence (Q8NER1 whole entry, looked up): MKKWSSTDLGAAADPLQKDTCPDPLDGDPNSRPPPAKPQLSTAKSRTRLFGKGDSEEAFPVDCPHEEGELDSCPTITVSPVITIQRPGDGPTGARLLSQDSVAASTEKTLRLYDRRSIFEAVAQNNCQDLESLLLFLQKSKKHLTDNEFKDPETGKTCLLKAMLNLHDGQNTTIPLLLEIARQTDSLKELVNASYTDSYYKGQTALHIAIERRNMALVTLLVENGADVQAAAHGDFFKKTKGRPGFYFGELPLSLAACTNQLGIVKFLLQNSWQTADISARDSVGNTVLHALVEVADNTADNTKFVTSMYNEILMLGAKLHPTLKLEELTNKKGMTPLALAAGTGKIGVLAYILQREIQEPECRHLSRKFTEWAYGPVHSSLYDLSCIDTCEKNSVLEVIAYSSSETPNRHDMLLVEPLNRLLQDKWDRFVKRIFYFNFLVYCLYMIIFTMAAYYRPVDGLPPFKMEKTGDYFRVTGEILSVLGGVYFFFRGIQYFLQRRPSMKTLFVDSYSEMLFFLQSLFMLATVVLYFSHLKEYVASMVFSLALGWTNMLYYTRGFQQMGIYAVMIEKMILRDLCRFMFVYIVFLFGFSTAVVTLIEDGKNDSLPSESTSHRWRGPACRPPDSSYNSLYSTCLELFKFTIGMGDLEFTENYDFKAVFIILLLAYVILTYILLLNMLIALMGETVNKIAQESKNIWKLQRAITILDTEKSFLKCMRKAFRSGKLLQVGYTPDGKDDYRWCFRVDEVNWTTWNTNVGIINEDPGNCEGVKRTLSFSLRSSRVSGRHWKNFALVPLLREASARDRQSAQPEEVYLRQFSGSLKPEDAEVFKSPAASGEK
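Cells expressing TRPV1 were dye-loaded with Fluo-8 and read kinetically: 10 s baseline, 3 min after compound (agonist portion), then 2 min after EC20 capsaicin (allosteric enhancer portion). Calcium-bound dye fluorescence at 480/520 nm.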
ELG1 repair inh: qHTS screen for small molecules that inhibit ELG1-dependent DNA repair in human embryonic kidney (HEK293T) cells expressing luciferase-tagged ELG1 | Potency, µM (highest dose often 46.1 µM), for inactives: at the highest dose activity change, negative = inhibition, hits mostly inhibitors | HEK293T ELG1-luciferase reporter, luminescence, 16 h; DNA damage induced by 5-fluorouridine | hit rate 2.3% among 330,000; further: potency means the concentration at half of the fitted maximal effect; on the % scale 0 is the no-effect control and ±100 the full control effect; nearly all actives have a fitted effect of over 55% in size
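In this reporter screen, reduction of luminescence relative to DMSO vehicle indicated activity. Compounds and 5-fluorouridine were added together to 2,000 cells per well, incubated for 16 hr at 37 °C, then developed with ONE-Glo.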
KCNH2 3.1 block: qHTS for Inhibitors of KCHN2 3.1: Mutant qHTS; Potassium voltage-gated channel subfamily H member 2, brain isoform KCNH2 3.1 (human); U2OS KCNH2 3.1, thallium flux FluxOr; active compounds read low; activity change, % (tested at about 1.8 µM); hit rate 0.95% among 340,000;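 active means maximum activity change below -70%; inconclusive means maximum activity change from -70% to -50%; inactive means maximum activity change above -50%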;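 further: thallium influx rate constant from kinetic fluorescence after stimulation buffer; on the % scale 0 is the no-effect control and ±100 the full control effect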
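Steps: virus added to U2OS suspension (4 h, RT, dark); medium with 10% FBS added, cells plated, 37 C overnight; FluxOr/Red40 loading buffer 45 min RT; stimulation buffer, 2 min kinetic read; rate constant normalized.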
USP2a inh: qHTS Assay for Inhibitors of Ubiquitin-specific Protease USP2a Using CHOP2 as the Reporter. hit rate 0.01% among 330,000. USP2 core, Ub-CHOP2 coupled fluorogenic reporter, 485/531. Ubiquitin carboxyl-terminal hydrolase 2 (Homo sapiens), O75604. AID 463254, 2010. Potency, µM (series often up to 38.3 µM), for the others: top-dose activity change, negative = inhibition, most hits filed as inhibitors;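 further: potency means the concentration at half of the fitted maximal effect; plate controls were DMSO wells for no effect and full inhibition by NEM control for full effect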
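Cell-free coupled assay: 10nM USP2 core preincubated 30min RT with compound in Tris-HCl pH 8.0/CaCl2/CHAPS buffer, then 25nM Ub-CHOP2 and 25nM reporter substrate; fluorescence (Ex 485/Em 531) read after 60min RT, normalized to NEM inhibition, concentration-response curves fitted.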
hERG WT inh: qHTS for Inhibitors of KCHN2 3.1: Wildtype qHTS | hit rate 0.37% among 340,000 | AID 720551, 2013 | activity change, % at 1.84 µM | Voltage-gated inwardly rectifying potassium channel KCNH2 (Homo sapiens), Q12809 | U2OS, BacMam KCNH2, thallium flux FluxOr; active compounds read low;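 active means maximum activity change below -70%; inconclusive means maximum activity change between -70% and -50%; inactive means maximum activity change above -50%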; further: on the % scale 0 is the no-effect control and ±100 the full control effect
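U2OS cells transduced with wild-type KCNH2 virus are loaded with FluxOr dye for 45 min, and thallium flux is measured in kinetic reads before and after stimulation buffer. Rate constants are normalized to DMSO controls.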
* marks the source's active call; other numbers are inactive results; ? = inconclusive; . = no result given; [ ] = another dose, or the depositor's remark. Unless noted, the call rests on the fitted dose curve; in most records, active means well fitted curve in the direction sought with a large enough effect; inconclusive means small, poorly fitted or top-dose-only effect, or another doubt; inactive means no such curve, though single readings can be large; an effect the other way counts as inactive or inconclusive. Not all compounds are listed, so the mix of outcomes need not match the whole.

SMILES	AT treatment	TCR act	TSHR antag	Eya2 inh	Mito fusion act	TRPV1 agonist	ELG1 repair inh	KCNH2 3.1 block	USP2a inh	hERG WT inh
O=C(CN1C(=O)NC2(CCCCCCC2)C1=O)Nc1c(Cl)cccc1Cl	0.4%	.	-6.2	-1.1%	.	.	7.6%	0.3	1.0%	-10.4
COc1ccc(-c2sc3ccc(OC)cc3c2-c2ccc(OCCN3CCOCC3)cc2)cc1	6.5%	?	1.6	1.6%	.	.	-16.9%	-7.2	0.4%	6.1
CC(=O)Oc1cc2oc(=O)c3c(c2cc1Cl)CCC3	7.7%	-1.3%	16.4	20.7%	2.3%	-3.1	1.1%	8.7	-0.1%	-5.4
CC(=O)C1=C(O)C(=O)N(c2cccc(Br)c2)C1c1ccccc1Cl (stereo not drawn)	5.6%	0.6%	18.1	-2.9%	-0.6%	-7.7	-2.5%	12.6	0.0%	3.4
O=C(N/N=C/c1cccc(C(F)(F)F)c1)C1CCN(c2ncc(C(F)(F)F)cc2Cl)CC1	-1.9%	-0.2%	-1.9	4.8%	-0.3%	0.5	5.3%	9.9	3.6%	1.5
Cc1ccc(S(=O)(=O)NC(CC(=O)O)c2ccccc2)c(C)c1 (stereo not drawn)	?	6.0%	40.3	18.1%	0.7%	.	3.4%	-1.5	-1.0%	3.1
C=CCN(C(=O)CCC(=O)Nc1cc(C)on1)C(C(=O)NC(C)(C)C)c1ccc(OC)cc1 (stereo not drawn)	2.7%	0.7%	8.7	2.4%	1.6%	1.7	-9.1%	-5.8	0.0%	-13.7
O=C(COC(=O)/C=C/c1cccc([N+](=O)[O-])c1)NCc1ccc2c(c1)OCO2	4.1%	-0.7%	-8.4	?	0.0%	5.2	-21.9%	-21.4	1.7%	-13.5
Cc1cccc(-n2cc(-c3ccc([N+](=O)[O-])cc3)[nH]c2=S)c1	-1.4%	0.7%[46.1 µM]	-2.5	4.8%	-1.8%	12.9	12.1%	?	4.7%	-70.3*
CC(=O)Nc1nc(C)c(Oc2ccc(C)cc2)c(=O)[nH]1	-7.3%	-0.3%	-41.8	-3.3%	-3.7%	0.3	-3.7%	8.5	-0.8%	1.0
C/C(=N/NC(=O)c1ccc(C)nc1)c1ccc2c(c1)CCCC2	0.8%	1.4%	-3.1	-1.6%	-2.9%	16.3	?	-29.4	1.6%	-1.1
O=C(c1cc(=O)[nH]c2ccccc12)N1CC=C(c2ccccc2)CC1	1.2%	5.2%	-6.9	-4.5%	1.1%	-1.5	?	0.1	2.8%	1.1
Cc1ccc(NC(=O)CCc2nnc3ccc(N4CCC5(CC4)OCCO5)nn23)nc1	0.3%	2.4%	22.2	3.1%	-10.7%	12.3	5.8µM*	-8.4	5.2%	7.0
COCc1cc(C)c(C#N)c(=S)[nH]1	-0.4%	10.1%	-1.5	0.3%	-4.6%	-0.3	9.0%	6.4	2.5%	8.5
N#CCCn1cc(/C=C2\NC(=S)N(c3ccccc3)C2=O)c(-c2ccc(-c3ccccc3)cc2)n1	0.7%	4.4%	-20.9	2.4%	3.6%	-3.2	0.0%	10.2	-7.4%	1.1
CCn1c(COC(=O)CNC(=O)c2cc(OC)c(OC)c(OC)c2)nc2cc(S(=O)(=O)N(C)C)ccc21	1.3%	3.3%	?	2.1%	-0.2%	-0.3	7.2%	-1.4	1.4%	3.5
O=C(COc1ccc(Br)cc1)N1CCN(c2ccccc2)CC1	-2.0%	0.6%	-6.7	11.1%	9.9%	?	?	-27.5	2.8%	13.5
CCOc1ccc(C(CCc2ccccc2)NC(=O)c2ccccc2OC)cc1OCC (stereo not drawn)	0.2%	0.3%	3.7	-17.3%	21.3%	?	?	-40.5	1.2%	1.8
COc1cccc(CN2CCN(S(=O)(=O)c3ccc(Br)cc3)CC2)c1	0.7%	-21.9%	-6.8	-21.2%	-2.3%	11.5	-3.3%	-5.8	1.9%	-19.2
O=C(NC1CCN(Cc2ccccc2)CC1)C(NS(=O)(=O)c1cccc2nsnc12)c1ccccc1 (stereo not drawn)	1.5%	2.4%	30.7	0.4%	15.5%	-0.1	6.6%	-3.0	0.4%	23.3
COc1ccc(/C(N)=N/OC(=O)Cc2cccs2)cc1OC	-1.5%	-1.7%[46.1 µM]	9.4	8.2%	1.4%	?	?	6.6	-2.0%	17.8
COCCN(C(=S)Nc1cc(C)cc(C)c1)C(C)c1cccnc1 (stereo not drawn)	3.8%	-5.1%	24.3	-0.2%	11.4%	-8.8	?	11.4	1.0%	12.5
Cc1ccc(S(=O)(=O)N(CC(=O)Nc2ccccc2C(=O)O)c2ccccc2C)cc1	-2.6%	1.1%	-2.3	5.6%	2.7%	-2.4	1.7%	1.2	2.3%	2.4
CC(=O)c1sc2c(c1N)c(=O)[nH]c(=O)n2-c1ccccc1	10.5%	6.6%	-4.7	3.3%	-1.9%	-6.4	6.1%	-1.0	0.5%	-11.8
CC(=O)C1C(c2ccccc2OC(F)F)NC(=O)NC1(O)C(F)(F)F (stereo not drawn)	4.8%	-28.1%	-0.3	-9.6%	1.1%	-5.2	5.8%	5.5	1.1%	-6.7

Carrying on:
SMILES	AT treatment	TCR act	TSHR antag	Eya2 inh	Mito fusion act	TRPV1 agonist	ELG1 repair inh	KCNH2 3.1 block	USP2a inh	hERG WT inh
O=c1cc(COc2ccc(Cl)c(Cl)c2)nc2sccn12	-1.6%	2.1%	-8.4	-3.3%	3.1%	3.2	?	14.6	1.4%	1.0
O=S(=O)(N/N=C\c1ccc2c(c1)OCO2)c1ccc(F)cc1	1.4%	-5.7%	-0.4	14.2%	-2.1%	1.6	-10.0%	11.3	-0.5%	3.9
CCOC(=O)C1C(=O)NC(N2CCN(c3ccccc3)CC2)=NC1c1ccccc1 (stereo not drawn)	3.6%	6.3%	16.7	6.3%	1.0%	-1.4	-11.5%	21.6	1.0%	1.6
O=C(COC(=O)c1cc[n+]([O-])cc1)NCc1ccccc1Cl	-10.8%	0.4%	8.6	1.7%	-7.0%	0.3	3.5%	4.3	1.3%	1.7
CCn1c2ccc(C)cc2c2nnc(SCCN3CCCCC3)nc21	-5.1%	0.8%	0.6	7.1%	0.7%	-1.1	25.7%	-4.6	3.0%	21.5
COC(=O)C(C)Oc1cc(OC(C)C(=O)OC)c2c(-c3ccccc3)cc(=O)oc2c1 (stereo not drawn)	10.0%	-1.7%	-12.5	-2.1%	14.8%	?	?	-4.2	0.0%	-6.3
Cc1cccc(OCCCCc2c(C)n[nH]c2C)c1	5.5%	.	-30.3	-4.0%	8.4%	0.7	-26.7%	12.1	-4.8%	-0.7
CCOC(=O)CSC1=NC(=O)/C(=C\c2ccc(Cl)cc2)S1	-0.7%	4.0%	-27.8	0.2%	-6.2%	0.0	22.3%	-1.3	13.2%	2.2
O=C1CC(C2CCCO2)C(=O)N1c1ccc(Cl)c(Cl)c1 (stereo not drawn)	0.3%	1.9%	-29.7	-1.1%	3.6%	8.4	?	4.4	2.0%	-15.0
Cc1ccc(CN2C(=O)C(C)(C)Oc3ccc(C(=O)N4CCCCC4)cc32)cc1	4.0%	-4.6%	-1.0	19.4%	16.8%	?	-15.0%	-5.3	4.2%	-7.4
COc1ccccc1N1CCN(S(=O)(=O)c2ccc3c(c2)n(C)c(=O)n3C)CC1	-1.3%[11.5 µM]	3.3%	7.9	-5.6%	5.7%	-0.9	8.8%	-2.9	0.6%	10.7
Cc1ccc2c(c1)c1ncnc(N3CCc4ccccc4C3)c1n2C	1.6%	-6.7%	-7.9	10.1%	-8.1%	25.1	28.3%	.	4.5%	-4.6
CSc1ncccc1C(=O)NC1CC(C)(C)Cc2c1cnn2-c1ccccc1C (stereo not drawn)	13.1%	-1.7%	3.0	-22.7%	-7.7%	8.0	5.1%	9.0	-2.5%	-3.4
Cc1cnc(C(=O)OC(C)C(=O)Nc2cccc3ccccc23)cn1 (stereo not drawn)	-6.9%	5.8%	16.1	1.3%	-4.6%	-0.6	25.9%	19.8	2.0%	-2.2

High-throughput results deposited in PubChem BioAssay by National Center for Advancing Translational Sciences (NCATS).
